# Bioassay records (PubChem)
# aSyn yeast inh: rescues yeast growth from alpha-synuclein toxicity. Yeast expressing alpha-synuclein, growth rescue, BacTiter-Glo, 24 h. AID 652106. Potency, µM (highest dose often 46.1 µM), for inactives: top-dose growth rescue (activation), actives largely listed as activators. hit rate 0.14% among 370,000; also: % of control where 0% means no effect; nearly all actives have a fitted effect of over 65% in size
#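 Rescue of yeast growth: cells expressing toxic alpha-synuclein, induced in galactose at OD600 0.02, incubated with compound 24 h at 30 C. ATP luminescence quantified growth; inhibitors of toxicity appear as activators.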
# EPAC1 agonist: EPAC1 (human) agonism. hit rate 0.073% among 360,000. Potency, µM (doses to about 154 µM), without a hit: at the top dose activation, actives largely listed as activators. O95398. EPAC1 agonist qHTS, biochemical assay; response scale: 100% = response to 6.5 mM cAMP; also: nearly all actives have a fitted effect of over 60% in size
#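 Multi-concentration qHTS readout: loss of Rap1B-bound BODIPY-GDP fluorescence driven by 100 nM EPAC1 with excess GDP (50 uM), monitored kinetically at room temperature; agonist response expressed relative to 6.5 mM cAMP.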
# PTHR1 agonist: PTHR1 (human) receptor agonism. Q03431. HEK293 GP2 PTHR1 cells, GloSensor cAMP luminescence, 1 h. Potency, µM (series often up to 115 µM), for the others: top-dose activation, most hits filed as activators. hit rate 0.075% among 410,000. AID 743266; also: nearly all actives have a fitted effect of over 55% in size; some results filed as inactive show a strong effect at the top dose; inactives centre near -15; many of its hits are not listed in these tables
#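 HEK-293-derived GP2 cells expressing PTHR1 and a GloSensor cAMP reporter, 3,000/well, plated overnight, given luciferin plus IBMX (each 0.5 mM as added) for 1 h at 37 °C, then compound for 1 h at 37 °C. Luminescence was read after 15 min at room temperature.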
# EPAC2 antagonist: blocks human EPAC2 exchange factor; EPAC2 GEF exchange of Rap1B-BODIPY-GDP, fluorescence; hit rate 0.18% among 360,000; Potency, µM (titrated, usually from 114 µM), inactives show at the top dose activity, negative = inhibition, hits mostly inhibitors; AID 720708; Q8WZA2; also: % is scaled to controls: 0 for no effect and ±100 for the full control effect; nearly all actives have a fitted effect of over 45% in size; many of its hits are not listed in these tables
# Target sequence (Q8WZA2 whole entry, looked up): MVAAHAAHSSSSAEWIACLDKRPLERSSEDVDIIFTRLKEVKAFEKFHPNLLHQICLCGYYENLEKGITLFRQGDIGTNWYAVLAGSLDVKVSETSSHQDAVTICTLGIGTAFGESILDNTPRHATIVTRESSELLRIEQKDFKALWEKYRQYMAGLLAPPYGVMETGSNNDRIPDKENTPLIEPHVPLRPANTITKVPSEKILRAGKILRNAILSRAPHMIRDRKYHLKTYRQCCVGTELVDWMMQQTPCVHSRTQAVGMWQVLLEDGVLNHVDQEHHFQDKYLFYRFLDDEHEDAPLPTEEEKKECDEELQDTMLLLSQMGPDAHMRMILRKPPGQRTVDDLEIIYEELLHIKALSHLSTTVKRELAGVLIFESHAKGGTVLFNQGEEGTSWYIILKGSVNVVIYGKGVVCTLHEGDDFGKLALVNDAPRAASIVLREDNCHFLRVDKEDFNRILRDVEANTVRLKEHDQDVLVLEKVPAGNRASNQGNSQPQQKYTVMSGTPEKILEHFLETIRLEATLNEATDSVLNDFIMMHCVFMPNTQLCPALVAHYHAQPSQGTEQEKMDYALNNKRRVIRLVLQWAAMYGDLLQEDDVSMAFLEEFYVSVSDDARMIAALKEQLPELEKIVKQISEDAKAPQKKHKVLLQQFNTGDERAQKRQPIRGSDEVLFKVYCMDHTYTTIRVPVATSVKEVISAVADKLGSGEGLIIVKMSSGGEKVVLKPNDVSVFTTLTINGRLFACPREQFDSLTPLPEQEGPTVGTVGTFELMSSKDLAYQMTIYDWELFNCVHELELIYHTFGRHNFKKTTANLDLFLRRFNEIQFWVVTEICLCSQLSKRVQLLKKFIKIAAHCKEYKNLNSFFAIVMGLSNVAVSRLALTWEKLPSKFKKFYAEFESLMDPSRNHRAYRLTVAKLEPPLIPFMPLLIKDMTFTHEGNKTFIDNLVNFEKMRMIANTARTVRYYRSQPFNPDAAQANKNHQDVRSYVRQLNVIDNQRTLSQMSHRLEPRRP
# TDP-43 yeast inh: inhibitors of TDP-43 toxicity in yeast. hit rate 1.8% among 410,000. Potency, µM (titrated, usually from 46.1 µM), without a hit: at the top dose growth rescue (activation), hits mostly activators. AID 652104. TDP-43 expressing yeast growth rescue, BacTiter-Glo, 24 h; also: % of control where 0% means no effect; nearly all actives have a fitted effect of over 50% in size
#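 Yeast cells expressing TDP-43 under galactose induction are exposed to compounds for 24 hr at 30 deg C. BacTiter-Glo luminescence measures growth, so protective compounds score as activators.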
# EPAC1 antagonist: blocks human EPAC1 exchange factor; O95398; EPAC1 GEF assay, Rap1b-BODIPY-GDP exchange fluorescence; Potency, µM (titrated, usually from 115 µM), for inactives: top-dose activity change, negative = inhibition, most hits filed as inhibitors; hit rate 0.14% among 360,000; AID 720709;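 also: plate controls were vehicle for no effect and positive control for full effect; nearly all actives have a fitted effect of over 50% in size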
# EPAC2 agonist: activates human EPAC2 exchange factor | Q8WZA2 | Potency, µM (highest dose often 154 µM), for inactives: at the top dose activation, hits mostly activators | hit rate 0.079% among 360,000 | AID 720711 | EPAC2 activation, biochemical qHTS; response scale: 100% = 6.5 mM cAMP response; also: nearly all actives have a fitted effect of over 50% in size
#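 Compounds were added across a concentration range to EPAC2 (100 nM), RAP1B-BODIPY-GDP (250 nM) and GDP (50 uM). After 5 min at room temperature, fluorescence was recorded at 5-min intervals for 30 min.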
# FUS suppressor: suppressors of FUS proteinopathy in yeast; hit rate 0.24% among 390,000; S. cerevisiae FUS-expressing, growth rescue, OD600, 24 h; Potency, µM (doses to about 76.6 µM), inactives show at the top dose growth rescue (activation), actives largely listed as activators; AID 1347120;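 also: plate controls were DMSO vehicle for no effect and reference control for full effect; nearly all actives have a fitted effect of over 55% in size; some results filed as inactive show a strong effect at the top dose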
#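 FUS-expressing yeast, raffinose-pregrown, induced in 2% galactose minimal medium at OD 0.005; compounds in a dilution series, 24hr at 30C. Growth restoration read as absorbance at 600 nm. CP55940 positive control, DMSO negative.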
# Numbers without * were called inactive; i = inactive; ? = inconclusive; · = no result given; & = joins results of further samples; [ ] = remark or other dose. Calls follow the shape of the dose curve; as a rule, active = well fitted curve in the direction sought with a large enough effect; inconclusive = small, poorly fitted or top-dose-only effect, or another doubt; inactive = no such curve, though single readings can be large; an effect the other way counts as inactive or inconclusive. Potency is read from the fitted curve at half-maximal effect. An excerpt; the hit share may differ from the screen's.
SMILES,aSyn yeast inh,EPAC1 agonist,PTHR1 agonist,EPAC2 antagonist,TDP-43 yeast inh,EPAC1 antagonist,EPAC2 agonist,FUS suppressor
CC(=O)N1N=C2C3CCN(CC3)C2C1c1ccccc1 (configuration not stated),-14%,0%,-10%[57.5 µM],-7%,-10%,-14%,-1%,-30%
CCCC1CCCCC12C(=O)NC(=O)NC2=O (configuration not stated),-5%,-4%,i,24%,-16%,6%,2%,·
O=C1NC(=O)N(c2ccccc2F)C(=O)/C1=C/c1cn(CC(=O)N2CCOCC2)c2ccccc12,0%,-2%,-22%,2%,-26%,-6%,11%,10%
CCOP(=S)(OCC)SCC(=O)NC(C)(CC)C(=O)O (configuration not stated),-8%,-1%,i,-1%,1%,1%,3%,-5%
c1ccc(CN2CCN(Cc3ccc4ccccc4c3)CC2)cc1,8%,-5%,-21%,-4%,-4%,-18%,3%,2%
CNC(=O)Oc1ccc(-c2cn3cc(Cl)ccc3n2)cc1,-4%,-10%,-16%,-2%,11%,-8%,-4%,5%
COc1ccc(/C=C/C(=O)NC(=S)N2C[C@H]3C[C@H](C2)c2cccc(=O)n2C3)cc1,4%,18%,-6%,-3%,26%,-16%,6%,2%
O=P(O)(Oc1ccccc1)OC(c1ccccc1)C(F)(F)C(F)(F)F (configuration not stated),-4%,3%,-14%,-9%,0%,6%,-1%,-5%
COC(=O)C(NC(=S)N1CC2C[C@@H](C1)Cn1c2cccc1=O)C(C)C (some centres not stated),3%,-3%,-20%,19%,3%,2%,1%,-1%
NCCc1c[nH]c2ccc(C(N)=O)cc12,2%&-1%,-13%,-21%,2%,19%,2%,-3%,-27%
CCC1(CC)C(=O)NC(=O)N(CCc2ccccn2)C1=O,-10%,1%,-9%,19%,-15%,-5%,9%,-6%
COc1ccccc1N1CCN(Cc2c(F)cccc2F)CC1,-10%,5%,i,8%,-13%,10%,5%,26%
C[C@]12CCC3C(CC[C@H]4C[C@H](O)CC[C@]34C)C1[C@@H](O)[C@@H](O)[C@@H]2O (some centres not stated),3%,0%,i,12%,11%,4%,8%,6%
Cc1cc(C)cc(NC(=O)CCNC(=O)N2C[C@H]3C[C@@H](C2)c2cccc(=O)n2C3)c1,5%,-9%,-2%,7%,6%,-2%,9%,-6%
COC(=O)C1=C(c2ccc(F)cc2OCc2ccccc2)C[C@@H]2CC[C@H]1N2C(=O)NCCNC(C)=O,-1%,1%,-1%,0%,-3%,6%,0%,8%
CN(C)C(Cc1ccccc1)C(=O)c1c[nH]c2ccccc12 (configuration not stated),-4%,-7%,i,2%,-13%,19%,-5%,33%
COC(=O)C1=C(c2ccc(-c3ccccc3)c(F)c2)C[C@@H]2CC[C@H]1N2C(=O)NCCOc1ccccc1,4%,-9%,i,-1%,15%,-7%,12%,?
O=C(C1c2ccccc2C(=O)N2CCc3ccccc3C12)N1CCC2(CC1)OCCO2 (configuration not stated),-2%,-2%,i,10%,-10%,11%,7%,18%
NC1=C(Br)C(=O)c2ccccc2C1=O,?,3%,-15%,-12%,?,3%,10%,-8%
COc1ccc2c3c1OC1C(=O)CC[C@@]4(O)[C@@H](C2)N(CC2CC2)CC[C@]314 (some centres not stated),13%,-8%,-7%,2%,0%,-2%,7%,-42%

# As entered above.
# FUS suppressor, CCC1(CC)C(=O)NC(=O)N(CCc2ccccn2)C1=O stands at -6%
# EPAC2 agonist, COC(=O)C1=C(c2ccc(-c3ccccc3)c(F)c2)C[C@@H]2CC[C@H]1N2C(=O)NCCOc1ccccc1 stands at 12%
# EPAC1 agonist, CN(C)C(Cc1ccccc1)C(=O)c1c[nH]c2ccccc12 (configuration not stated) stands at -7%

# Continued:
SMILES,aSyn yeast inh,EPAC1 agonist,PTHR1 agonist,EPAC2 antagonist,TDP-43 yeast inh,EPAC1 antagonist,EPAC2 agonist,FUS suppressor
O=C1/C(=C\c2ccc(Cl)c(Cl)c2)N2CCC1CC2,?,0%,-35%,-3%,18%,-10%,5%,-13%
CN1C(=O)N(C)C(=O)C2(Cc3c(ccc4ccccc34)N(C)C2)C1=O,8%,-3%,i,-4%,?,1%,8%,-10%
COC(=O)C1=C(c2ccc(OCc3ccccc3)cc2)C[C@@H]2CC[C@H]1N2C(=O)NCc1ccccc1OC,-2%,-17%,i,-5%,-2%,-14%,12%,?
CCOC(=O)C1CCCN(C(=O)c2ccc3oc(Cc4ccccc4)nc3c2)C1 (configuration not stated),-1%,-9%,-89%[inhibitor],-2%,15%,-2%,2%,20%
C=CCNC(=S)Nc1ccc(OC(=O)Nc2ccc(Cl)c(Cl)c2)cc1,-47%[inhibitor],5%,-7%,5%,-89%[inhibitor],14%,-2%,-31%
CCc1ccccc1NC(=O)CN1CCN(C(=O)COc2ccccc2C#N)CC1,8%,8%,-25%,-6%,7%,-19%,4%,-15%
C=CCn1c(O)c(C(CC)=NCCc2ccccc2)c(=O)[nH]c1=O,·,9%,-47%,17%,?,11%,11%,-2%
Cc1ncoc1C(=O)NCC1=C(c2cccc3ccccc23)C[C@@H]2CC[C@H]1N2Cc1ccco1,25%,-2%,-20%,-14%,18%,-2%,10%,-10%
CC(=NCCCO)c1c(O)n(Cc2ccccc2)c(=O)[nH]c1=O,-1%,4%,-5%[57.5 µM],9%,-11%,8%,-83%[15.6 µM],-7%
Cc1ccc(C(=O)NC2CC3CCC(C2)N3)cc1 (configuration not stated),0%,3%,?,0%,-19%,8%,8%,-23%
CC1=C2CCC3C(CCC4=CC(=O)CCC43C)C2CC1 (configuration not stated),-3%,6%,-21%,?,29%,-19%,24%,24%
C=CCN=C(SCC(=O)c1ccc(Cl)cc1)c1c(O)n(C)c(=O)n(C)c1=O,12%,9%,-33%[inhibitor],10%,-19%,-10%,5%,13%
CN(C)c1ccc(C(=O)N/N=C/C23CC[C@@H](O)CC2(O)CC[C@@H]2[C@@H]3CCC3(C)C(C4=CC(=O)OC4)CCC23O)cc1 (some centres not stated),1%,2%,i,15%,13%,-3%,11%,26%
CC(=NCCO)c1c(O)n(C2CCCCC2)c(=O)[nH]c1=O,-8%,-6%,i,-1%,12%,18%,-3%,9%
CN(C)C(=O)OCc1n(C)cc[n+]1C,4%,5%,i,-3%,6%,13%,0%,·
COc1cc(/C=C2\C(=O)NC(=O)N(CCc3ccc(F)cc3)C2=O)ccc1O,0%,-5%,i,-7%,0%[9.22 µM],-20%,2%,20%
COc1ccc(-c2nn(CCC#N)cc2C(=O)O)cc1,5%,12%,-21%,-2%,-7%,9%,4%,-7%
O=C(Nc1cccc2ccccc12)c1nn(C23CC4CC(CC(C4)C2)C3)cc1Br,-2%,-2%,i,9%,4%,-5%,8%,5%
CCOP(=O)(OCC)C(NC(=O)c1cccc2ccccc12)C(Cl)(Cl)Cl (configuration not stated),-1%,-7%,i,16%,-19%,7%,-3%,·
COc1ccc(-c2nc(CS(=O)CC(=O)N3CCC4(CC3)OCCO4)c(C)o2)cc1 (configuration not stated),·,7%,i,-2%,9%,4%,5%,0%
Cc1ccc(N2C(=O)NC(=O)/C(=C\c3cccn3C(C)(C)C)C2=O)cc1,-6%,-12%,i,7%[57.1 µM],-11%,-11%,-16%,5%
O=C(NC1(C(F)(F)F)Oc2ccc(Cl)cc2O1)N1CCC2(CC1)OCCO2 (configuration not stated),5%,0%,-3%,12%,3%,10%,-4%,-21%
CCOC(=O)C1(c2ccccc2)CCN(CC(=O)Nc2cccc3ccccc23)CC1,2%,7%,-39%[inhibitor],-2%,10%,7%,4%,·

# Just EPAC2 agonist and EPAC1 agonist (four entries from above):
Structure	EPAC2 agonist	EPAC1 agonist
Cc1ccc(C(=O)NC2CC3CCC(C2)N3)cc1 (configuration not stated)	8%	3%
CC1=C2CCC3C(CCC4=CC(=O)CCC43C)C2CC1 (configuration not stated)	24%	6%
C=CCN=C(SCC(=O)c1ccc(Cl)cc1)c1c(O)n(C)c(=O)n(C)c1=O	5%	9%
CN(C)c1ccc(C(=O)N/N=C/C23CC[C@@H](O)CC2(O)CC[C@@H]2[C@@H]3CCC3(C)C(C4=CC(=O)OC4)CCC23O)cc1 (some centres not stated)	11%	2%

# Pulled by compound from the list above, five records:
SMILES,aSyn yeast inh,EPAC1 agonist,PTHR1 agonist,EPAC2 antagonist,TDP-43 yeast inh,EPAC1 antagonist,EPAC2 agonist,FUS suppressor
CC(=O)N1N=C2C3CCN(CC3)C2C1c1ccccc1 (configuration not stated),-14%,0%,-10%[57.5 µM],-7%,-10%,-14%,-1%,-30%
CNC(=O)Oc1ccc(-c2cn3cc(Cl)ccc3n2)cc1,-4%,-10%,-16%,-2%,11%,-8%,-4%,5%
COc1ccc(-c2nc(CS(=O)CC(=O)N3CCC4(CC3)OCCO4)c(C)o2)cc1 (configuration not stated),·,7%,i,-2%,9%,4%,5%,0%
CCOC(=O)C1CCCN(C(=O)c2ccc3oc(Cc4ccccc4)nc3c2)C1 (configuration not stated),-1%,-9%,-89%[inhibitor],-2%,15%,-2%,2%,20%
COC(=O)C1=C(c2ccc(OCc3ccccc3)cc2)C[C@@H]2CC[C@H]1N2C(=O)NCc1ccccc1OC,-2%,-17%,i,-5%,-2%,-14%,12%,?
